# Pf growth 48h: Primary qHTS for delayed death inhibitors of the malarial parasite plastid, 48 hour incubation | P. falciparum luciferase growth in erythrocytes, 48 h | Potency, µM (highest dose often 28.7 µM), for the others: at the highest dose activity change, negative = inhibition, usual class: inhibitors | 310,000 compounds, 5.9% hits | AID 504832, 2011; further: potency means the concentration at half of the fitted maximal effect; on the % scale 0 is the no-effect control and ±100 the full control effect
#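 Luminescence readout; reporter = integrated firefly luciferase in P. falciparum. RBC culture at 2% hematocrit, 0.1% parasitemia final, 37 C/5% CO2; decreased signal taken as growth inhibition.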
# Cycloheximide cs: Cycloheximide Counterscreen for Small Molecule Inhibitors of Shiga Toxin | cell reporter, cycloheximide protein synthesis inhibition counterscreen | max response, % | 300,000 compounds, 12% hits | AID 2314, 2010; in the data active means max response mostly above about 13%, no sharp cut-off; inactive means mostly below about 14%; further: read at 38.3 µM for the half of the compounds with a filed dose; 0% is about no effect
# Sm TGR block: qHTS Assay for the Inhibitors of Schistosoma Mansoni Peroxiredoxins; Schistosoma mansoni thioredoxin glutathione reductase (TGR), Q962Y6; AID 485364, 2010; Potency, µM (top dose mostly 114 µM), for the others: at the highest dose activity change, negative = inhibition, actives largely listed as inhibitors; 360,000 compounds, 3% hits; purified TGR, DTNB reduction, TNB absorbance 405 nm; further: potency means the concentration at half of the fitted maximal effect; on the % scale 0 is the no-effect control and ±100 the full control effect; nearly all actives have a fitted effect of over 60% in size
#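 TGR 20 nM + NADPH 100 uM (dispensed conc.), cpd preinc 15 min RT; start with NADPH (500 uM addition) then DTNB (15 mM addition). Kinetic TNB absorbance, 405 nm filter. Four-parameter Hill fit across titration.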
# Pf growth 96h: Primary qHTS for delayed death inhibitors of the malarial parasite plastid, 96 hour incubation. 320,000 compounds, 6.9% hits. P. falciparum luciferase reporter growth, 96 h. Potency, µM (doses to about 28.7 µM), inactives show at the top dose activity change, negative = inhibition, most hits filed as inhibitors; further: potency means the concentration at half of the fitted maximal effect; on the % scale 0 is the no-effect control and ±100 the full control effect
#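 P. falciparum expressing integrated firefly luciferase, in erythrocytes at 2% hematocrit, 0.05% parasitemia, incubated with compounds 96 h at 37 C, 5% CO2. Growth inhibition read as loss of luminescence; two-generation exposure targets delayed-death apicoplast inhibitors.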
# Shiga toxin inh: A qHTS for Small Molecule Inhibitors of Shiga Toxin; Vero cells, Shiga toxin protein synthesis inhibition reporter; inhibition, % at 38.7 µM; 290,000 compounds, 9.2% hits; in the data active means inhibition mostly above about 28%, no sharp cut-off; inactive means mostly below about 43%; further: 0% is about no effect
# FBPA Giardia inh: qHTS Assay for Inhibitors of Fructose-1,6-bisphosphate Aldolase from Giardia Lamblia; A8B2U2; purified Giardia FBPA; Potency, µM (highest dose often 59.6 µM), for the others: top-dose activity, negative = inhibition, hits mostly inhibitors; 290,000 compounds, 0.71% hits; further: potency means the concentration at half of the fitted maximal effect; on the % scale 0 is the no-effect control and ±100 the full control effect; nearly all actives have a fitted effect of over 55% in size
# Target sequence (A8B2U2 whole entry, looked up): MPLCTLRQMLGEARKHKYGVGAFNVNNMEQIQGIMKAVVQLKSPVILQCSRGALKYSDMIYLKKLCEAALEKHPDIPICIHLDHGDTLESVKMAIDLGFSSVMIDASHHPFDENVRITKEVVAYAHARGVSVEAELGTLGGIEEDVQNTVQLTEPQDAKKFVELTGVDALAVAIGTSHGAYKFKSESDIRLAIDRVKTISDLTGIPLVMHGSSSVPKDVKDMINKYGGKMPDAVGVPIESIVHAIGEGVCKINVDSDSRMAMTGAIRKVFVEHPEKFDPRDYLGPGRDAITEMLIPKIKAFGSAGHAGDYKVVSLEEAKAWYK
#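 Giardia FBPA (40 nM reagent) was preincubated 10 min at RT with compound (up to 57.5 uM final), then substrate plus GAPDH/TPI/NAD/arsenate coupling system with diaphorase/resazurin was added; resorufin fluorescence (525/598 nm) was read after 20 min.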
# * marks the source's active call; other numbers are inactive results; ? = inconclusive; . = not tested or not shown; & = joins results of further samples; [ ] = another dose, or the depositor's remark. Unless noted, the call rests on the fitted dose curve; in most records, active means well fitted curve in the direction sought with a large enough effect; inconclusive means small, poorly fitted or top-dose-only effect, or another doubt; inactive means no such curve, though single readings can be large; an effect the other way counts as inactive or inconclusive.
SMILES,Pf growth 48h,Cycloheximide cs,Sm TGR block,Pf growth 96h,Shiga toxin inh,FBPA Giardia inh
COc1ccc(C(=O)/C=C/Nc2ccc(S(=O)(=O)Nc3onc(C)c3C)cc2)cc1,19%,44*,-2%,46%[activator],77*,22%
CCOC(=O)c1sc2nc(SC)nc(-c3ccccc3)c2c1N,10%,-2,0%,35%[activator],-14,4%
O=C(NCCCN1CCOCC1)c1c(O)c2cc(Br)cc(Br)c2[nH]c1=O,5%,1,-11%,31%[activator],-18,16%
S=C(NCc1ccco1)N1CCN(Cc2ccc(Cl)cc2Cl)CC1,?,-4,3%,10µM*,10,4%
Cc1ccc(C(C)C)cc1C(=O)CC1(O)C(=O)N(C)c2ccccc21 (stereo not drawn),?,-6,-7%,?,-8,-2%
O=C(c1cc(F)ccc1F)N1CCC(N2CCC(C(=O)N3CCCC3)CC2)CC1,-17%,17*,?,15%,2,.
NC(=O)c1ccc(NC(=O)CCc2nc3ccccc3s2)cc1,-13%,12*,1%,-2%,17,-9%
Cn1c(=O)[nH]c(=O)c2c1nc(N1CCN(c3cccc(Cl)c3)CC1)n2CCCc1ccccc1,15%,1,2%,-22%,-10,3%
CCOC(=O)N1CCN(c2nc(-c3ccccc3)c3cc(C)ccc3n2)CC1,10µM*,-2,2%,?,-3,1%
Fc1ccc(NC(=S)N2CCCc3ccccc32)cc1,21%,10,-22%,?,51*,-33%
COc1cccc(C(=O)CC(=O)C(=O)Nc2cc(OC)ccc2OC)c1,.,-3,-5%,29%,-2,-27%
O=c1[nH]c(=O)n(Cc2ccco2)c(O)c1/C=N/N1CCCCC1,8%,-6,?,-12%,-10,-1%
COC(=O)c1cc(C(=O)NCC2CCCCC2)cc([N+](=O)[O-])c1,-6%,-9,-3%,-11%,-8,-9%
CC(=O)c1c(C(C)=O)c(C)n(Cc2ccc(Cl)cc2)c1C,.,1,-20%,1.5µM*,-18,4%
Cc1nn(-c2ccccc2)nc1CNC(=O)C1CCC1,30%,12,3%,60%[activator],22,0%
CCOC(=O)Cc1csc(SCC(=O)/C(C#N)=C(\C)N)n1,20%,2,0%,?,16,23%
O=c1cc(N2CCN(c3ccccc3)CC2)[nH]c(=O)n1C1CCCCC1,?,-1,6%,?,-17,0%
CC(C)(C)c1nc(NCCO)c2nnn(Cc3ccccc3)c2n1,-10%,-3,4%,?,.,-9%
CCC1CCCCN1C(=O)CSc1nc(N)cc(=O)[nH]1 (stereo not drawn),33%[activator],-4,0%,22%,-10,-5%
O=C(O)CNC(=S)N(Cc1ccccc1F)C1CCCCC1,31%[activator],4,1%,?,10,10%
N=C1C(c2ccccc2)=C(O)CN1c1cccc2ccccc12,-21%,-1,0%,-15%,-15,-1%
CCN(CC)S(=O)(=O)c1ccc(N2CCOCC2)c(NC(=O)CCOc2ccccc2)c1,9.3µM*,-4,7%,?,14,-1%
COc1ccccc1Oc1ccc2c(c1)C(=O)N(c1ccc(C)cc1)C2=O,0%,1,9%,45%[activator],-9,-4%
CN(CC(=O)Nc1ccccc1Cl)C(=O)COC(=O)c1cnccn1,33%[activator],-2,-1%,0%,3,.
CCS(=O)(=O)n1c(Cc2cccs2)nc2ccccc21,-8%,.,-10%,65%[activator],.,.
CCCn1nnnc1NCc1cccn1C,28%,-2,?,?,-11,-8%
CCCCC(CC)COC(=O)c1ccccc1C(=O)OCC(CC)CCCC (stereo not drawn),?,.,-6%,-1%,.,.
CC(C)C(NC(=O)c1c(F)cccc1F)C(=O)NCc1ccncc1 (stereo not drawn),8%,.,2%,0%,.,.
CCOC(=O)C1(CCOc2ccccc2)CCN(Cc2ccc(C#CCCO)cc2)CC1,?,-3,4%,?,-10,-1%
Oc1ccccc1CNc1ncc(Br)cc1Br,?,20*,8%,13µM*,33,5%
CCCOc1ccc(C2C(=O)N(C3CCCCC3)CC(=O)N2C2CC2)cc1OC (stereo not drawn),?,-5,7%,?,31,.
COc1ccc(CCNC(=O)[C@H](CCSC)NC(=O)N2CCn3c2nc2ccccc23)cc1OC,2%,-4,-1%,-29%,-14,5%
CSc1ccccc1C(=O)Nc1cccc([N+](=O)[O-])c1,4%,3,.,?,-5,-5%
CCOC(=O)C1=Nc2ccccc2C1=[N+]=[N-],?,-3,-5%,52%[activator],-14,-6%
CC(C)(C)c1ccc(C(=O)N/N=C/c2ccc(OCCCF)cc2)cc1,?,5,21%,-26%,22,7%
COc1ccccc1Nc1nc(NCC(C)C)nc(N)c1[N+](=O)[O-],?,1,12%,?,-15,-1%
Cc1nnc(SCc2ccccc2)nc1/C=C/NOCc1ccc(Cl)cc1Cl,.,11,-9%,?,0,?
CCOC(=O)CN1NC2(CCCCCC2)NC1=S,15%,2,1%,-17%,-8,?
Cc1onc(-c2c(Cl)cccc2Cl)c1-c1nnc(-c2ccc(Cl)cc2)o1,?,6,10%,-48%,9,-3%
C=CCSc1nnc(NC(=O)CN2C(=O)NC3(CCCC3)C2=O)s1,14%,10,0%,-14%,2,.
COC(=O)CCCCC1SCC(NC(=O)OC)C1NC(=O)OC (stereo not drawn),2%,-2,0%,?,-12,0%
CCC(Sc1nc(C)cc(C)n1)C(=O)Nc1cc(C)on1 (stereo not drawn),-5%,-2,2%,?,-14,2%
Cc1cc(CN(C)C(=O)c2cc(COc3ccc(F)cc3Cl)on2)n[nH]1,4%,33*,3%,14%,117*,-1%
Cc1cc(-c2n[nH]c(=S)n2/N=C/c2cc([N+](=O)[O-])ccc2Cl)n[nH]1,19%,0,-18%,-1%,-4,-18%
CCSc1ccc2cc(OC)ccc2[n+]1CC,0.74µM*,8,?,?,25,-6%
COc1cc(NC(=S)N2CCN(S(=O)(=O)c3ccc(C)cc3)CC2)cc(OC)c1,?,14,5%,10%,-18,.
CN(c1ccccc1)S(=O)(=O)c1ccc(C(=O)OCC(=O)NCc2ccco2)cc1,.,-7,25µM*,4%,-15,-4%
CC(C)(C)OC(=O)N1CCC(CNC(=O)Nc2ccccc2)CC1,-12%,3,1%,-20%,35,2%
Cc1ccsc1C(=O)N1CCN(S(=O)(=O)c2cccc(F)c2)CC1,-5%,.,-6%,8%,.,.
O=S(=O)(c1ccc(N2CCCC2)cc1)C(F)(F)F,21%,28*,2%,.,72*,-12%

# Four entries from above, bar-delimited.
SMILES | Pf growth 48h | Cycloheximide cs | Sm TGR block | Pf growth 96h | Shiga toxin inh | FBPA Giardia inh
CCSc1ccc2cc(OC)ccc2[n+]1CC | 0.74µM* | 8 | ? | ? | 25 | -6%
COc1ccc(C(=O)/C=C/Nc2ccc(S(=O)(=O)Nc3onc(C)c3C)cc2)cc1 | 19% | 44* | -2% | 46%[activator] | 77* | 22%
CC(C)C(NC(=O)c1c(F)cccc1F)C(=O)NCc1ccncc1 (stereo not drawn) | 8% | . | 2% | 0% | . | .
CN(c1ccccc1)S(=O)(=O)c1ccc(C(=O)OCC(=O)NCc2ccco2)cc1 | . | -7 | 25µM* | 4% | -15 | -4%

# More records follow:
SMILES,Pf growth 48h,Cycloheximide cs,Sm TGR block,Pf growth 96h,Shiga toxin inh,FBPA Giardia inh
Cc1cc(Br)ccc1NC(=O)CN(C)C(=O)CSC(=S)N1CCCC1,10%,.,8%,17%,.,.
COCn1c(-c2cccc(Br)c2)nc2ccccc21,55%[activator],4,2%,4%,21,0%
Cc1ccc2nc(C3CCCN(C(=O)NCc4ccccc4)C3)[nH]c2c1 (stereo not drawn),7%,-2,-2%,.,-11,-1%
CC(C)COc1cccc(C(=O)Nc2ccc(N3CCOCC3)cc2N2CCOCC2)c1,?,.,-5%,?,.,.
O=C(NCC1CC1)C1(C(F)(F)F)C/C(=C\Cc2ccccc2)CCCO1 (stereo not drawn),.,9,.,.,-4,8%
Cn1c(CSc2nc3ccc(Br)cc3[nH]2)nc2ccccc21,?,-2,7%,?,-3,3%
Cc1onc(-c2ccccc2)c1-c1ccc(S(N)(=O)=O)cc1,?,38*,1%,?,69*,12%&10%
COC(=O)CSc1nc(N)c(C#N)c(-c2ccc(O)cc2)c1C#N,7%,-2,-2%,8%,-17,-4%
Cc1ccc(C(=O)N/C(=C/c2cccs2)C(=O)NCC2CCCO2)cc1 (stereo not drawn),10%,-4,.,33%[activator],17,5%
c1ccc2c(N3CCOCC3)nc(-c3ccncc3)nc2c1,9.3µM*,-2,-28%,-14%,-7,-5%
Cc1ccc(OCC(=O)O/N=C(\N)c2ccccn2)cc1C,221%[activator],51*,-6%,85%[activator],95*,-1%
CCC(NC(=O)Cc1c(C)c2ccc(OC)c(C)c2oc1=O)C(=O)NC(Cc1ccc(Cl)cc1)C(=O)O (stereo not drawn),11%,-4,2%,48%[activator],-8,15%
CC1C2CC(C(CN(C)C)/C2=N/O)C1(C)C (stereo not drawn),36%[activator],-5,3%,22%,-5,-3%
COc1cc(-c2nnc(-c3ccc(S(=O)(=O)c4ccccc4)cc3)o2)cc(OC)c1OC,?,-4,1%,6%,-5,6%
CCCCc1n(CC(=O)c2ccc(Cl)cc2)c2ccccc2[n+]1C,1.2µM*,-2,-15%,?,-19,4%
Cn1c(Cc2cccs2)nnc1SCC(=O)N1CCCc2ccccc21,.,-6,-15%,?,4,-6%
CC(=O)Oc1ccc(N2C(=O)c3cccc4c([N+](=O)[O-])ccc(c34)C2=O)cc1,0%,-3,0%,-8%,.,14%
CC(=O)N1CCN(C(=O)c2cc(=O)c3ccccc3o2)CC1,12%,23,-1%,16%,43,-11%
O=C(Cc1cccs1)NCc1ccccc1,57%[activator],10,3%,?,26,0%
Cc1ccc2nsnc2c1S(=O)(=O)N(Cc1ccco1)Cc1cc2cccc(C)c2[nH]c1=O,9%,-1,?,?,-10,13%
CCC(=O)c1ccc(OCC(O)CN2CCN(S(=O)(=O)N3CCCCC3)CC2)cc1 (stereo not drawn),?,-2,-11%,.,-3,1%
O=C(CN1CCCCCC1)Nc1cccc([N+](=O)[O-])c1,28%,1,-5%,?,3,3%
CCOC(=O)c1sc(=S)n(CC)c1NC(=O)C1CC1,14%,-3,0%,?,-9,1%
COc1cc(/C=N/NP(=S)(c2ccccc2)c2ccccc2)ccc1O,.,0,-9%,?,-7,-1%
Cc1ccc(N(CC(=O)NCc2ccc(F)cc2)C(=O)c2snc(C(N)=O)c2N)cc1C,?,-6,2%,-4%,-5,16%
COc1ccc(OCC(=O)Nc2cccc(OC)c2)cc1,102%[activator],42*,-3%,?,103*,-13%
Cc1nn(-c2ccccc2)c2c1C(c1cccc([N+](=O)[O-])c1)N(c1ccccc1)C(=O)N2 (stereo not drawn),?,-3,3%,-1%,-13,4%
O=C(CSc1nc2ccccc2s1)NCC1CCCO1 (stereo not drawn),48%[activator],18,-20%,-25%,31,.
CC1CCCC(NC(=O)C2c3ccccc3C(=O)N2Cc2cccs2)C1C (stereo not drawn),?,-2,1%,18%,-14,1%
O=C(O)c1ccccc1/C=N/N1CCN(C2c3ccccc3-c3ccccc32)CC1,?,-3,1%,-26%[1.15 µM],-7,10%
COC(=O)CC1=C(C)C(=O)CC2C(C)(C)CCCC12C (stereo not drawn),-19%,-1,-7%,-10%,-4,3%
CC1CCCCC1NC(=O)c1ccco1 (stereo not drawn),?,.,2%,17%,.,.

# Screens as filed in PubChem.

# Random draw from the library. Share with any hit: about 24%.
